Screens from PubChem.
PvdQ inh = P. aeruginosa PvdQ acylase inhibitors, primary screen, biochemical, fluorescence, plate reader and imaging, single point. PvdQ acylase [Pseudomonas aeruginosa LESB58]. inhibition, % at 10 µM. purified PvdQ acylase. AID 488965, 2010. hit rate 0.063% among 340,000; in the data active means inhibition above about 30%, passing the limit was not always enough; inconclusive means no clear call, values can overlap the other calls;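 further: 0% = vehicle neutral wells and 100% = reference inhibitor wells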
SR-BI HDL uptake = inhibitors of SR-BI mediated HDL lipid uptake, primary screen, ldlA[mSR-BI] cells, fluorescence, single point; Scavenger receptor class B member 1 (Mus musculus), Q61009; ldlA[mSR-BI] CHO cells, DiI-HDL uptake fluorescence, 3 h; inhibition, % at 12.5 µM; hit rate 0.96% among 320,000; AID 488896, 2010;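 active means mean replicate inhibition of at least 70% and a set share of replicates each scoring 70 or more; inconclusive means meets just one of the two criteria; inactive means fails both criteria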;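 further: 0% = median of neutral control wells and 100% = median of positive control wells; values of inactives mirror those of a sister screen read the other way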
Target sequence (Q61009 whole entry, looked up): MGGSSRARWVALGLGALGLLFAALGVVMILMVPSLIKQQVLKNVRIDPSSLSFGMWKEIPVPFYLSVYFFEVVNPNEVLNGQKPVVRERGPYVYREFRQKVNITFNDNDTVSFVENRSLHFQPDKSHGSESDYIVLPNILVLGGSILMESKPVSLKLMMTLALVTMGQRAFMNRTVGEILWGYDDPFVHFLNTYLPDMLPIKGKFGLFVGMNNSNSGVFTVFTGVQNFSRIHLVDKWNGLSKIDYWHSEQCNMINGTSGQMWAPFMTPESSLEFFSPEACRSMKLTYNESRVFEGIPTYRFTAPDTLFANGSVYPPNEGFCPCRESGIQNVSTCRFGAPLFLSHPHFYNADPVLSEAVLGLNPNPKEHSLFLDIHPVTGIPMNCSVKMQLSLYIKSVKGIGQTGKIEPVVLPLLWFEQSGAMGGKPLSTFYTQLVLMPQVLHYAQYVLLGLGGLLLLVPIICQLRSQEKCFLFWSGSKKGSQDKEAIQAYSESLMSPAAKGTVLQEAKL
SR-BI DiI-HDL act = activators of SR-BI mediated DiI-HDL uptake, primary screen, ldlA[mSR-BI] CHO cells, DiI fluorescence | activation, % at 12.5 µM | hit rate 0.096% among 320,000 | 3 h; 100 = double the neutral-control signal | AID 504775, 2011;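 active means mean replicate activation of at least 60% and every replicate at or above 60%; inconclusive means mean or all-replicate condition met, but not both; inactive means mean below 60% and not all replicates reaching 60%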;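 further: 0% = median plate neutral-control signal and 100% = twice that signal; values of inactives mirror those of a sister screen read the other way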
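Test system: SR-BI-overexpressing, LDLR-lacking CHO cells. Measured by: DiI fluorescence, bottom read. Medium: Ham's F12 with 0.5% BSA, HEPES 25 mM, pH 7.4. Timing: 3 h uptake period with compound, 37 °C.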
Cardiac RTF inh = cardiac RTF calcium sensitivity inhibitors, primary screen, biochemical, IANBD-TnC fluorescence, EC70 calcium. IANBD-labeled cardiac RTF, Ca2+ fluorescence. inhibition, % at 7.15 µM. hit rate 0.12% among 340,000. AID 493244, 2011;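 active means inhibition above the mean inhibition of all tested compounds plus 3 SD, cut at about 17% in these data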;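 further: assay run at fixed EC70 calcium of 1.6 mM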
DAGLB inhibitor = DAGLB lipase inhibitors, primary screen, biochemical, fluorescence, HTS | Diacylglycerol lipase-beta (Homo sapiens), Q8NCG7 | inhibition, % at 5.17 µM | HEK293T DAGLB membrane lysate, EnzChek fluorogenic substrate | hit rate 0.059% among 340,000; in the data active means inhibition above about 34%;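 further: 0% = enzyme with vehicle and 100% = wells lacking enzyme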
PKA-R2B act = activators of PKA-R2B holoenzyme, primary screen, biochemical, fluorescence polarization, Cy5-IP20, human; cAMP-dependent protein kinase catalytic subunit beta (Homo sapiens) + cAMP-dependent …; AID 504700, 2011; PKA-R2B holoenzyme dissociation; R2B truncated from residue 108, S112A mutant; 0% DMSO only, 100% 113 µM cGMP; hit rate 0.079% among 340,000; activation, % at 11.4 µM;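 active means activation above a cutoff set at the mean over all compounds plus 3 SD, cut at about 18% in these data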;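 further: higher means more holoenzyme dissociation and a rise in polarization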
Target sequence (P31323 whole entry, looked up, other chains not shown, the tested form may be a part): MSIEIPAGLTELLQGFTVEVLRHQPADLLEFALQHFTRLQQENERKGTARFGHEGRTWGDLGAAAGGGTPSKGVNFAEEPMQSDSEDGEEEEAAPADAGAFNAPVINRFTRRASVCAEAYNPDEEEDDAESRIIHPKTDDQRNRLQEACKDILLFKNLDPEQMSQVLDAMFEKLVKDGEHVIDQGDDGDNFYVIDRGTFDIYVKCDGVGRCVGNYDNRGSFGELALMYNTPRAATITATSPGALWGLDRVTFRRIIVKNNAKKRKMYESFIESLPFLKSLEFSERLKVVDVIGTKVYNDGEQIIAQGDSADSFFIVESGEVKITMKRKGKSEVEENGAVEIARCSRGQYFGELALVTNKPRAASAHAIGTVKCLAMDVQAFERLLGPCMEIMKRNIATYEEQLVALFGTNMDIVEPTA
Keap1-Nrf2 PPI = Keap1-Nrf2 protein-protein interaction inhibitors, primary screen, biochemical, fluorescence polarization, single point | Keap1 Kelch-Nrf2 peptide fluorescence polarization, 1536-well | inhibition, % at 9.4 µM | hit rate 0.15% among 340,000; in the data active means inhibition above about 12%; inconclusive means no clear call, values can overlap the other calls; inactive means below about 7.3%;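 further: human Keap1 Kelch domain with fluorescein labeled Nrf2 9mer peptide probe; 0% = neutral control wells and 100% = peptide positive control; higher means more block of Keap1 binding to Nrf2 peptide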
Arrestin-AP2 inh = inhibitors of beta-arrestin/AP2 binding, primary screen, biochemical, GPCR trafficking, flow cytometry; FITC-arrestin peptide / GST-AP2 beads; AP2 beta2 appendage carries R879A mutation; AID 504490, 2011; inhibition, % at 10 µM; beta-arrestin 1 C-terminal peptide binding to AP2 beta2-adaptin appendage (human); hit rate 0.31% among 340,000;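 active means inhibition above a set limit, near 3 SD of compounds lacking own fluorescence, cut at about 54% in these data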;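 further: plate controls were DMSO wells for no effect and 5 µM unlabelled arrestin peptide for full effect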
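System: GST-tagged AP2 beta2-adaptin appendage (R879A) on 4 µm glutathione beads / Reagent: FITC-arrestin peptide, 50 nM / Detection: HyperCyt-sampled flow cytometry, FL1 channel, ex 488/em 535 nm / Timing: 12 min plus 1 h, RT / Buffer or medium: PBS plus Tween 20 (0.05%) and BSA (0.1%)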
LANA DNA inh = inhibitors of KSHV C-LANA binding to DNA, primary screen, biochemical, fluorescence polarization, FAM-LBS DNA, MBP-C-LANA, single point. AID 504423, 2011. hit rate 0.078% among 340,000. inhibition, % at 9 µM;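 active means highest replicate inhibition at or above 60% at 9 µM, even if other replicates fall short; inactive means all replicates below 60% inhibition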;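 further: 0% = neutral control wells and 100% = 4 µM acridine orange control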
NSD2 inh = NSD2 histone methyltransferase inhibitors, primary screen, biochemical, AlphaScreen, single concentration, set 2; Histone-lysine N-methyltransferase NSD2 (Homo sapiens), O96028; NSD2 peptide methylation, 120 min; inhibition, % at 12.5 µM; hit rate 0.54% among 310,000; AID 743445, 2014; in the data active means inhibition above about 50%
* hit, by the source's call; ? = inconclusive; . = not tested or not shown.

SMILES	PvdQ inh	SR-BI HDL uptake	SR-BI DiI-HDL act	Cardiac RTF inh	DAGLB inhibitor	PKA-R2B act	Keap1-Nrf2 PPI	Arrestin-AP2 inh	LANA DNA inh	NSD2 inh
CCC(CC)C(=O)NC12CC3CC(CC(C3)C1)C2	-14.9	-9.0	9.0	3.3	-1.4	-0.2	-2.4	4.5	-1.3	-0.1
O=C(Nc1ccc2[nH]ncc2c1)C1CCC1	-15.4	2.1	-2.1	-2.9	-0.6	-4.1	5.2	-15.5	1.5	1.9
CCCOc1ccc(Oc2ccc(S(=O)(=O)N3CCN(C)CC3)cn2)cc1	1.3	-11.4	11.4	9.7	-2.3	3.0	3.1	2.6	0.0	-13.5
NC(=O)C1CCCN(CC(=O)N2CCN(c3ccccc3)CC2)C1 (centres undefined)	-9.3	.	.	-1.3	-1.3	5.0	-5.5	-5.8	-0.3	-1.2
COc1ccc2oc(=N)c(-c3nnc4n3CCCCC4)cc2c1	-17.0	-2.3	2.3	-4.7	2.6	-1.4	-4.4	-13.8	-1.0	-2.1
CCC1(c2ccccc2)NC(=O)N(CC(=O)NCc2ccncc2)C1=O (centres undefined)	-2.6	-8.2	8.2	3.9	-0.7	-4.8	1.6	9.7	2.3	.
CC(C)C[C@@H](CN1CCCC1CN1C(=S)NC[C@@H]1Cc1ccc(O)cc1)N1C[C@H](Cc2ccc(O)cc2)N(CC2CCCCCC2)C1=S (some centres undefined)	-4.3	-61.0	?	-0.4	3.9	-10.8	-10.0	-17.7	-0.5	.
Cc1ccc(C2C(C#N)=C(N)N(c3ncn[nH]3)C3=C2C(=O)CC(C)(C)C3)cc1 (centres undefined)	-62.3	.	.	-11.3	3.0	2.7	1.2	-0.4	-1.7	-5.3
COc1ccc(NC(=O)CN(C)C(=O)c2cccnc2Sc2ccc(C)c(C)c2)cc1	3.1	20.2	-20.2	-3.3	-0.8	-4.9	2.2	28.0	0.6	-1.0
COc1ccc(C(=O)Nc2ccc(OCc3ccccc3)cc2)cc1[N+](=O)[O-]	-16.5	24.6	-24.6	-7.4	-0.2	6.9	0.9	4.8	0.3	-0.1
Cc1ccc(-c2nn(C)c(=O)c3ccccc23)cc1CNC(=O)c1ccco1	9.5	-8.2	8.2	-5.0	5.2	-16.3	-0.6	0.5	1.6	-1.1
CC1CCc2nc3ccccc3c(C(=O)OCC(=O)NC3CCS(=O)(=O)C3)c2C1 (centres undefined)	-8.0	28.9	-28.9	-3.5	-0.6	-12.0	-0.5	-2.0	0.3	-5.3
CCNc1nc(Oc2ccc(C(=O)OC)cc2)nc(SC)n1	-8.8	10.0	-10.0	-4.5	-3.6	-8.9	5.4	-3.1	-0.1	-12.2
O=[N+]([O-])c1cc(Cl)cc2c1nc(NCCO)c1ccccc12	-4.2	-0.6	0.6	-7.9	-0.2	-2.1	-1.8	16.9	0.2	0.2
CCOc1ccccc1N(CC(=O)NC1CCCC1)C(=O)CCC(=O)Nc1cc(C)on1	-14.5	-20.9	20.9	-2.9	-1.1	-4.2	7.2	-3.0	-0.8	4.4
Cc1nc2ccccn2c1C(=O)OCC#N	12.8	-21.3	21.3	7.0	-1.6	-1.2	0.9	41.7	-1.6	0.3
COCCNC(=O)c1ccccc1NC(=O)c1ccccc1N(C)S(=O)(=O)c1ccccc1	-3.6	-40.0	40.0	-0.3	-2.4	-5.2	-0.1	8.0	-0.6	-1.0
COc1ccccc1N1CCN(C(=O)c2cc(-c3ccccc3O)on2)CC1	1.8	-13.5	13.5	0.3	1.4	-8.2	0.8	10.4	-0.9	-1.6
O=S(=O)(NCc1cc(-c2ccc(Cl)cc2)no1)c1ccc(Cl)cc1	-7.0	-12.5	12.5	3.5	-6.3	-4.1	-0.4	26.1	0.0	-6.2
Fc1ccc(-[n+]2nc(Nc3ccccc3)sc2-c2c(Cl)cccc2Cl)cc1	-72.5	14.7	-14.7	-0.3	15.3	-1.7	-4.0	2.5	-2.0	.
CN(C)/C=C1\N=C(c2ccc3c(c2)OCO3)OC1=O	-19.0	-4.7	4.7	-8.8	-2.1	-2.0	-4.7	-3.1	0.5	-1.0
Cc1cc(N2CCN(C(=O)c3cccs3)CC2)c(F)cc1[N+](=O)[O-]	8.8	38.3	-38.3	-0.6	-8.8	-1.0	-8.3	13.3	-1.4	1.4
CCc1ccc(S(=O)(=O)NCCc2cn3ccc(C)cc3n2)s1	-3.5	0.4	-0.4	-5.2	0.5	4.8	-0.4	11.7	-1.7	0.5
CCC1(c2ccc(F)cc2)NC(=O)N(CC(=O)N(C)C2CCS(=O)(=O)C2)C1=O (centres undefined)	-13.7	-33.9	33.9	-4.0	0.4	0.1	-7.0	-10.1	1.2	-1.9
COc1ccc(C(c2c(NC(=O)c3ccco3)sc(C)c2C)N2CCOCC2)cc1 (centres undefined)	4.0	-17.2	17.2	7.8	-3.0	-2.1	1.6	23.0	-3.1	-4.3
COC(=O)Nc1nc2ccc(-c3n[nH]c(=O)c4ccccc34)cc2[nH]1	-25.6	8.7	-8.7	-11.3	1.7	-1.3	-3.9	-1.5	0.7	5.1
CCOc1ccc(NC(=S)NC(C)c2cccs2)cc1 (centres undefined)	-15.1	-4.2	4.2	-5.3	-1.2	7.4	-3.5	3.1	-1.0	0.5
Cc1c(Cl)cnc(NC(=O)COC(=O)C2CCCC2)c1Cl	-7.9	1.3	-1.3	-12.3	-2.0	9.0	2.1	5.6	1.3	0.9
Cn1nc(C(F)(F)F)c(/C=N/OCc2c(Cl)cccc2Cl)c1Cl	-5.3	8.6	-8.6	1.9	-7.9	1.9	0.7	1.6	-0.6	-4.7
CSCCC(NC(=O)c1ccccc1)C(=O)NC1CCCC1 (centres undefined)	-8.6	-29.8	29.8	1.3	-1.8	-14.6	-4.1	-9.3	-0.2	-1.1
CCOC(=O)C1CCN(S(=O)(=O)c2ccc3[nH]c4c(c3c2)CCCC4)CC1	-14.3	-2.8	2.8	-10.3	2.9	0.2	-0.7	-11.1	-0.7	3.3
COc1ccc(C2(C)CC(C)(C)Nc3ccccc32)cc1 (centres undefined)	-1.7	1.2	-1.2	1.4	2.4	-12.5	-4.7	-2.0	-1.6	13.4
CCOC(=O)C1C(=O)C=C(c2ccc(C)cc2)CC1c1cccc([N+](=O)[O-])c1 (centres undefined)	-6.9	18.8	-18.8	-5.4	-9.8	1.3	0.8	42.4	-1.3	-0.9
COc1ccc(-c2cc(C(=O)NC(C)c3ccccn3)c3ccccc3n2)cc1OC (centres undefined)	-9.8	58.1	-58.1	-1.2	1.1	1.5	2.8	-4.6	1.3	-17.5
Cc1ccccc1C(=O)NC[C@@H]1CCCN2CCCC[C@H]12	-15.1	-13.0	13.0	-3.6	-0.9	-4.4	-2.3	-8.6	3.5	1.5
Cc1ccc(NC(=O)c2ncn(CCCN3CCN(c4ccccn4)CC3)n2)cc1C	-10.1	-9.8	9.8	-3.9	3.6	-3.8	-0.4	43.0	-2.1	.
CCc1nc2oc3ccccc3c(=O)c2cc1C(=O)OC	-16.9	8.2	-8.2	-5.5	-9.4	-7.8	-1.4	-5.6	-1.0	-0.9
O=C(COc1ccc(/C=N/NC(=O)c2ccccc2O)cc1)Nc1ccc([N+](=O)[O-])cc1	-13.2	53.2	-53.2	-8.4	-1.7	-13.1	-4.7	-1.6	-0.4	5.6
CC(=O)Nc1ccc(-c2csc(NC(=O)C3CCN(S(=O)(=O)c4cccs4)CC3)n2)cc1	17.1	44.8	-44.8	-1.0	1.3	6.5	-2.7	3.9	-0.6	-1.2
Clc1ccc(OCc2nn3c(C4CCCCC4)nnc3s2)c(Cl)c1	-10.5	-2.7	2.7	-0.4	3.2	-6.0	0.0	-5.0	1.3	-2.5
Cc1ccc(NC(=O)COc2ccc(Br)cn2)cc1	-4.7	-17.9	17.9	0.9	-0.9	-6.8	-2.0	-1.6	-0.3	0.4
COc1ccc(C(CNC(=O)Cc2ccccc2)N2CCCCC2)cc1 (centres undefined)	1.7	.	.	7.2	-0.6	-3.1	1.2	-8.2	0.4	-0.7
CC(C)NC(=O)Nc1cccc2c1O[C@H](CN(C)C(=O)Nc1ccc(C(F)(F)F)cc1)[C@@H](C)CN([C@H](C)CO)C2=O	-17.6	24.6	-24.6	-6.0	-2.4	-8.7	0.0	-13.6	1.9	.
COc1ccc(/C=C/C(=O)NCC(=O)N/N=C/c2cc(Br)ccc2OCc2ccccc2)cc1	8.6	79.0*	-79.0	6.6	0.3	2.9	5.4	35.0	1.2	.
Cc1cc(C)n(Cc2nc3ccccc3n2C)n1	-2.1	-9.0	9.0	-8.2	2.6	-1.5	0.6	10.5	-0.7	23.4
Cc1ccc(C(=O)CSc2cc(C)[nH]c(=O)n2)cc1	-6.7	-15.5	15.5	-1.8	1.0	-0.8	-3.7	3.9	0.3	-1.1
COC(C[C@@H](O)CC(=O)[C@@H](C)OCc1ccccc1)OC	1.3	-19.3	19.3	-0.9	-1.0	14.6	-4.2	28.6	1.7	.
C=C(C)c1cccc(C(C)(C)NC(=O)N2CCN(CC)CC2)c1	-9.8	0.4	-0.4	4.7	-1.9	-4.1	-7.0	11.4	-0.3	4.9
COc1ccc(CC(=O)NC(C)c2nnc(SCC(=O)c3ccc(Br)cc3)n2C)cc1 (centres undefined)	-12.5	33.4	-33.4	2.5	1.8	-11.9	-5.1	5.4	-0.5	2.6

Marked active in SR-BI HDL uptake (from the list above):
SMILES	PvdQ inh	SR-BI HDL uptake	SR-BI DiI-HDL act	Cardiac RTF inh	DAGLB inhibitor	PKA-R2B act	Keap1-Nrf2 PPI	Arrestin-AP2 inh	LANA DNA inh	NSD2 inh
COc1ccc(/C=C/C(=O)NCC(=O)N/N=C/c2cc(Br)ccc2OCc2ccccc2)cc1	8.6	79.0*	-79.0	6.6	0.3	2.9	5.4	35.0	1.2	.
